Screens as filed in PubChem.
HTR5A ag: counter-screen for OPRM1-OPRD1 agonists: human HTR5A agonism | P47898 | HTR5A agonist assay, luminescence, cell-based | activation, % at 9.3 µM | actives 0.61% (n = 340,000); in the data active = activation mostly above about 9.5%, no sharp cut-off; inactive = mostly below about 7.6%;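 note: 0% = cells with vehicle only and 100% = reference agonist; strong numbers were not always called active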
Target sequence (P47898 whole entry, looked up): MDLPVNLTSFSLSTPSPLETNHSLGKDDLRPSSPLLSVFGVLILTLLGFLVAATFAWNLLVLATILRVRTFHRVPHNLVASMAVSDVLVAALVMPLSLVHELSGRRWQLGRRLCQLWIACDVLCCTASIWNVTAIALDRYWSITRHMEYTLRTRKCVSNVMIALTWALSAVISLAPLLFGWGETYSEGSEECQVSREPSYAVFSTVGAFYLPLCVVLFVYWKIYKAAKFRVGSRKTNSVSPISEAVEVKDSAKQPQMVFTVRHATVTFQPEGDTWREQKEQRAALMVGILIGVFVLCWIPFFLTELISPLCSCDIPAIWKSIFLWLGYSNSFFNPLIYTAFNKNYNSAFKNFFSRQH
DAGLB inh: blocks human DAGLB lipase activity | Q8NCG7 | HEK293T DAGLB membrane lysate, EnzChek fluorogenic substrate | inhibition, % at 5.17 µM | actives 0.059% (n = 340,000) | AID 504411; in the data active = inhibition above about 34%;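 note: 0% = enzyme with vehicle and 100% = wells lacking enzyme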
Ecoli viability: reduces bacterial viability in AddAB counter-screen. E. coli V3065 growth, OD600 absorbance, 18 h. inhibition, % at 11.9 µM. actives 0.27% (n = 330,000). AID 449728;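 active = inhibition above the campaign's mean inhibition across all tested compounds plus 3 SD, cut at about 9.9% in these data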;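 note: uninfected addAB+ strain grown without phage in ampicillin broth; 0% = DMSO wells and 100% = ciprofloxacin 0.95 µg/ml wells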
Mot1-301 SUMO: inhibitors of SUMOylation pathway: yeast Mot1-301 growth rescue. actives 1% (n = 320,000). growth rescue, % at 18.8 µM. S. cerevisiae Mot1-301 growth rescue, ATP luminescence, 38.5C; percent above DMSO median, 100 means doubled;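 active = every valid replicate shows activation above 250% relative to neutral control wells; inactive = the rest, any valid replicate at or below 250%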;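 note: OY570 slx delta 5 strain wells were the positive control but not used for scaling; some compounds called inactive have numbers as strong as hits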
AddAB inh: less growth of phage-infected E. coli with AddAB; E. coli expressing H. pylori AddAB, absorbance growth; inhibition, % at 11.9 µM; actives 0.29% (n = 330,000); AID 435030; in the data active = inhibition above about 12%;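 note: 0% = vehicle wells of infected cells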
HTR5A inv ctr: HTR5A inverse agonism, opioid heterodimer counter-screen; HTR5A cell line, luminescence; AID 504634; P47898; inhibition, % at 9.3 µM; actives 0.083% (n = 340,000); in the data active = inhibition mostly above about 23%, no sharp cut-off; inactive = mostly below about 18%;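 note: 0% = cells with DMSO and 100% = no-cell wells with DMSO; some compounds called inactive have numbers as strong as hits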
Tat transport: E. coli Tat transport inhibition | E. coli MC4100 TorA-mCherry Tat export, fluorescence | inhibition, % at 10 µM | actives 0.036% (n = 340,000) | AID 488895;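 active = mean replicate inhibition at least 50% and at least half of replicates individually reaching 50%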;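 note: exported cargo escapes ClpAP degradation while cytoplasmic cargo is degraded and loses fluorescence; 0% = median of neutral control wells and 100% = median of NaSCN control wells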
CDK5 p35 inh: blocks human CDK5/p35 kinase activity | Q00535+Q15078 | Recombinant CDK5/p35, ADP-Glo luminescence, 60 min | inhibition, % at 10 µM | actives 0.01% (n = 330,000) | AID 488839;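 active = highest replicate inhibition of at least 50% and at least 75% of replicates reaching 50%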;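 note: plate controls were DMSO neutral control for no effect and GW8510 at 10 µM for full effect; many of its hits are not listed in these tables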
Target sequence (Q00535 whole entry, looked up): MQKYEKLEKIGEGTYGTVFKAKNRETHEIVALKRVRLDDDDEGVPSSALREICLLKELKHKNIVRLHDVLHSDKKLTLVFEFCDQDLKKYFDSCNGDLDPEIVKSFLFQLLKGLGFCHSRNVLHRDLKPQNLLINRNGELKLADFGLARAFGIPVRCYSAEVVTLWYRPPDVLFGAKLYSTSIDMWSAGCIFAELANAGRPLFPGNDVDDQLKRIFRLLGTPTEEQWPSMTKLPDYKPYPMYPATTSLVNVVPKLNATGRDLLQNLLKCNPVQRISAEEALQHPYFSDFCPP
Target sequence (Q15078 whole entry, looked up): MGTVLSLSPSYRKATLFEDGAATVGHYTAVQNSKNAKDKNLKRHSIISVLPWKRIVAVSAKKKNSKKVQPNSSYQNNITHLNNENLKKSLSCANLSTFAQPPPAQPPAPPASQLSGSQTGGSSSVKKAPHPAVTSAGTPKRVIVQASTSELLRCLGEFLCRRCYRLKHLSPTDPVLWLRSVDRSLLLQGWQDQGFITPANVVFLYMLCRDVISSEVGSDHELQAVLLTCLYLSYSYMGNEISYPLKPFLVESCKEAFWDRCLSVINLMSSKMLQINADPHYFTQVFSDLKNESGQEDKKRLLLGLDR
phage Ecoli inh: E. coli growth loss with phage present. inhibition, % at 11.9 µM. actives 0.26% (n = 360,000). growth absorbance; in the data active = inhibition above about 11%
PKA-R2B activ: PKA-R2B complex activation; activation, % at 11.4 µM; actives 0.079% (n = 340,000); AID 504700; PKA-R2B holoenzyme dissociation, Cy5-IP20 fluorescence polarization; R2B truncated from residue 108, S112A mutant; 0% DMSO only, 100% 113 µM cGMP;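 active = activation above a cutoff set at the mean over all compounds plus 3 SD, cut at about 18% in these data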;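 note: higher means more holoenzyme dissociation and a rise in polarization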
PKA-R1A activ: activators of PKA-R1A complex; P00514+P68181; PKA-R1A dissociation, Cy5-IP20 fluorescence polarization; scaled: DMSO 0%, 113 µM cGMP 100%; activation, % at 11.4 µM; actives 0.083% (n = 340,000);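 active = percent activation above the mean of all tested compounds plus 3 SD, cut at about 19% in these data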;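 note: higher means more PKAc released from R1A so a rise in polarization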
* hit, by the source's call; / = not tested or not shown. Hits appear at their usual frequency; any-hit rate near 2.3%.

1	N/C(=N\OC(=O)c1cc(Br)ccc1Cl)c1ccccn1
2	COc1cccc(OC)c1C(=O)Nc1cc2c(cc1N1CCOCC1)n(C)c(=O)n2C
3	COc1ccc(C2C(C(=O)c3ccco3)=C(O)C(=O)N2CC2CCCO2)cc1OC (stereo not drawn)
4	O=C(COc1ccc2c(-c3ccccc3)cc(=O)oc2c1)N[C@H](Cc1c[nH]c2ccccc12)C(=O)O
5	O=C(OCC(=O)N1CCN(c2ccccc2)CC1)c1ccc(Cl)cc1[N+](=O)[O-]
6	N#Cc1c(C(F)(F)F)cc(-c2ccc(Cl)cc2)nc1SCC(=O)O

entry no.,1,2,3,4,5,6
HTR5A ag,4,0,0,4,-4,-1
DAGLB inh,-8,-1,1,2,-5,3
Ecoli viability,-0.8,-0.6,0.6,-3.7,2.2,4.2
Mot1-301 SUMO,-14,89,-1,147,4,-1
AddAB inh,1.3,4.2,1.5,2.4,4.1,1.4
HTR5A inv ctr,-10,8,0,-9,10,3
Tat transport,5,-3,-2,0,5,-3
CDK5 p35 inh,-1.4,/,0.8,-1.7,-0.1,0.2
phage Ecoli inh,4.9,1.9,0.7,1.8,-4.2,2.9
PKA-R2B activ,-6,-2,-8,-12,4,10
PKA-R1A activ,8,3,-1,1,-2,10

Entries of single compounds, looked up by structure. Screens in order: HTR5A ag	DAGLB inh	Ecoli viability	Mot1-301 SUMO	AddAB inh	HTR5A inv ctr	Tat transport	CDK5 p35 inh	phage Ecoli inh	PKA-R2B activ	PKA-R1A activ
Results for N#Cc1c(C(F)(F)F)cc(-c2ccc(Cl)cc2)nc1SCC(=O)O = -1	3	4.2	-1	1.4	3	-3	0.2	2.9	10	10
Results for COc1cccc(OC)c1C(=O)Nc1cc2c(cc1N1CCOCC1)n(C)c(=O)n2C = 0	-1	-0.6	89	4.2	8	-3	/	1.9	-2	3
Results for COc1ccc(C2C(C(=O)c3ccco3)=C(O)C(=O)N2CC2CCCO2)cc1OC (stereo not drawn) = 0	1	0.6	-1	1.5	0	-2	0.8	0.7	-8	-1

Later entries
7	Cc1cccc(-c2noc(CN(C)S(=O)(=O)c3cc(Cl)ccc3Cl)n2)c1
8	O=S(=O)(Nc1ccccn1)c1ccc(-n2cccn2)cc1
9	CN(CC(=O)Nc1ccc(Cl)c(C(F)(F)F)c1)C(=O)C1CC(=O)N(CCc2ccccc2)C1 (stereo not drawn)
10	Cc1ccccc1C(=O)N1N=C(c2cccc(NS(C)(=O)=O)c2)CC1c1cccs1 (stereo not drawn)
11	CCCCCN(C(=O)CCC(=O)OCC(=O)N1CCC(C)CC1)c1c(N)n(CCCC)c(=O)[nH]c1=O
12	COc1nc(Nc2ccc(C(C)C)cc2)nc(OC)n1

entry no.,7,8,9,10,11,12
HTR5A ag,1,3,2,0,2,0
DAGLB inh,-16,1,0,-4,2,3
Ecoli viability,0.8,-0.4,/,-1.9,1.4,5.3
Mot1-301 SUMO,0,-5,/,2,-17,-13
AddAB inh,-0.2,3.1,/,-2.0,0.9,-0.7
HTR5A inv ctr,1,9,-6,0,-16,0
Tat transport,8,4,14,7,-3,-1
CDK5 p35 inh,1.5,-1.9,-1.3,1.1,-1.4,1.6
phage Ecoli inh,2.7,3.1,-0.5,1.2,2.1,0.3
PKA-R2B activ,-7,1,2,-15,4,6
PKA-R1A activ,1,-3,-1,-9,-8,-7

13	COc1ccc(CNc2ncc(-c3ccc(F)cc3)n2C)cc1OC
14	CCn1c(COc2cccc(OC)c2)nnc1SCC(=O)Nc1ccccc1C(=O)OC
15	O=C(OCc1cc([N+](=O)[O-])cc2c1OCOC2)c1ccccn1
16	CC1CCCN(C(=O)C2CCN(S(=O)(=O)c3ccc4c(c3)CC(C)N4C(=O)C3CC3)CC2)C1 (stereo not drawn)
17	COCCCNC(=O)/C(C#N)=C/c1c(N2CCN(c3ccc(OC)cc3)CC2)nc2c(C)cccn2c1=O
18	CCOC(=O)C(=O)NC1CC=CCC1c1ccc2c(c1)OCO2 (stereo not drawn)

entry no.,13,14,15,16,17,18
HTR5A ag,-1,1,1,-3,1,-1
DAGLB inh,2,-2,-1,-5,-8,-2
Ecoli viability,-0.7,-1.2,4.4,0.4,0.5,/
Mot1-301 SUMO,2,-26,-12,161,-3,/
AddAB inh,-1.3,2.9,-0.8,0.8,-0.1,/
HTR5A inv ctr,3,-2,-2,-2,-3,2
Tat transport,3,13,-1,7,-3,-15
CDK5 p35 inh,0.1,2.6,-2.4,1.0,0.7,-0.6
phage Ecoli inh,2.2,4.2,1.5,0.6,0.9,1.6
PKA-R2B activ,-4,1,-3,9,2,-6
PKA-R1A activ,-5,0,-1,1,-1,0

19	CCC(CC)C(=O)c1c[nH]c(C(=O)N2CCN(c3ccccc3F)CC2)c1
20	CCOc1cccc2sc(=NC(=O)c3ccc(S(=O)(=O)N4CCOCC4)cc3)n(C)c12
21	C/C=C1\C(OC2OC(CO)C(O)C(O)C2O)OC=C(C(=O)OC)C1CC(=O)OCC1C(C)C(OC(=O)CC2C(C(=O)OC)=COC(OC3OC(CO)C(O)C(O)C3O)/C2=C\C)CC1C(CO)CO (stereo not drawn)
22	Cc1cccc(-n2ncc3c(NCc4ccccn4)ncnc32)c1
23	Cc1ccc2nc(C)/c(=N\O)c(C)nc2c1
24	CCCn1c(=N)c(C(=O)NCC2CCCO2)cc2c(=O)n3cccc(C)c3nc21 (stereo not drawn)

entry no.,19,20,21,22,23,24
HTR5A ag,-5,-1,1,-4,3,2
DAGLB inh,0,-3,-4,-1,0,-1
Ecoli viability,2.3,0.4,0.5,-0.8,2.4,3.1
Mot1-301 SUMO,-7,3,214,3,-9,0
AddAB inh,5.8,-0.1,4.2,3.4,3.5,2.9
HTR5A inv ctr,11,-26,-6,8,-29,18
Tat transport,-12,2,-5,1,-3,-4
CDK5 p35 inh,-5.0,-0.1,-0.4,-0.7,-0.6,-0.2
phage Ecoli inh,3.0,4.5,3.2,-1.5,3.8,0.8
PKA-R2B activ,-13,1,-19,-6,0,-11
PKA-R1A activ,2,-5,-10,6,-6,-10

25	O=C(c1cccs1)N1CCCC(c2nc3c(nnn3Cc3ccccc3Cl)c(=O)[nH]2)C1 (stereo not drawn)
26	Cc1ccc(C(=O)c2c(NC(=O)c3cccnc3)sc3c2CCCC3)cc1
27	CCN(CC)CCn1c2c(c(SCC(=O)Nc3ccc(C(C)C)cc3)nc1=O)CCC2
28	Cc1ccc(S(=O)(=O)N2CCC(=O)N(C(COCc3ccccc3)C(C)C)CC2)cc1 (stereo not drawn)
29	Cc1oc(-c2ccc(Cl)cc2)nc1CN1CCC(C(=O)NCCCN2CCOCC2)CC1
30	CCN(CC(=O)NCc1cccs1)C(=O)Cc1ccc(C)c(C)c1

entry no.,25,26,27,28,29,30
HTR5A ag,0,2,-1,-7,4,-1
DAGLB inh,-1,-4,1,-3,2,0
Ecoli viability,0.2,0.5,-0.8,-3.1,-2.1,2.4
Mot1-301 SUMO,-3,31,-6,16,2,42
AddAB inh,-1.1,1.3,-3.0,-0.1,-2.4,-0.8
HTR5A inv ctr,-1,-7,4,17,25,-7
Tat transport,1,12,-5,5,13,-12
CDK5 p35 inh,0.5,0.1,-1.7,-1.2,0.4,0.4
phage Ecoli inh,-3.6,1.2,2.1,3.7,1.7,8.0
PKA-R2B activ,1,-7,-8,4,-10,-4
PKA-R1A activ,-1,2,13,2,-13,-2

Quoted from the listing.
cpd 26 | Tat transport: 12
cpd 28 | PKA-R1A activ: 2
cpd 25 | Mot1-301 SUMO: -3

(further entries)
31	CO/N=C(/CS(=O)c1ccc(Br)cc1)c1ccc(OC)cc1 (stereo not drawn)
32	CCCCn1c2c(c(=N)c3ccccc31)CCC2
33	O=C(CCS(=O)(=O)c1ccccc1)N1CCN(c2ccccc2F)CC1
34	O=C(CNC(=O)c1ccco1)NNC(=O)c1n[nH]c(=O)c2ccccc12
35	Cc1ccc2nc(-c3ccc(N4C(=O)CC(N5CCN(CCO)CC5)C4=O)cc3)sc2c1 (stereo not drawn)
36	Cc1cc(C)cc(NC(=O)CCC(=O)N2CCSc3ccccc32)c1

entry no.,31,32,33,34,35,36
HTR5A ag,-4,5,-3,-2,6,-3
DAGLB inh,-4,1,-2,0,0,-6
Ecoli viability,0.7,1.7,-0.5,1.2,-0.3,-1.2
Mot1-301 SUMO,-2,9,-11,14,-17,/
AddAB inh,3.3,2.8,1.4,1.8,-0.2,3.5
HTR5A inv ctr,-2,5,-35,6,8,9
Tat transport,-2,-7,2,11,-14,3
CDK5 p35 inh,0.6,0.1,0.3,0.9,1.7,0.8
phage Ecoli inh,3.2,2.1,2.5,2.4,1.7,4.5
PKA-R2B activ,-18,2,-1,3,4,1
PKA-R1A activ,-1,-4,-1,3,-8,4

37	CC(C)(C)C1CCC(OCC(O)CN2CCN(Cc3ccccc3)CC2)CC1 (stereo not drawn)
38	O=C(Nc1nnc(-c2ccncc2)o1)C1CCCCC1
39	CCCCOc1ccccc1/C=N/NC(=O)CC#N
40	Cc1cc(Cl)ccc1NNC(=O)c1c(C)noc1C
41	CCN(C(=O)C(C)Sc1nnc(-c2ccncc2)n1C)C1CCCCC1 (stereo not drawn)
42	CC(=O)C1C(c2ccccc2OC(F)F)NC(=O)NC1(O)C(F)(F)F (stereo not drawn)
43	COC(=O)COc1ccc(-c2nn(C)c(=O)c3ccccc23)cc1
44	COc1ccc(COC(=O)CCN=C2NS(=O)(=O)c3ccccc32)cc1F

entry no.,37,38,39,40,41,42,43,44
HTR5A ag,2,1,-1,0,1,3,1,-1
DAGLB inh,-4,1,-3,4,1,0,3,3
Ecoli viability,2.6,4.0,1.3,-0.1,-2.0,-2.0,-1.3,-0.4
Mot1-301 SUMO,102,-8,13,189,-4,-7,/,11
AddAB inh,-0.4,4.5,2.8,-0.5,0.2,-0.9,1.1,-0.3
HTR5A inv ctr,-2,-3,3,-2,-3,18,-34,-2
Tat transport,0,2,-10,-7,-8,-4,4,4
CDK5 p35 inh,-1.0,1.4,-0.3,-0.4,-0.7,-2.4,0.5,0.7
phage Ecoli inh,2.9,3.6,1.1,2.2,0.6,1.2,0.5,4.7
PKA-R2B activ,1,-4,-3,-13,-5,11,12,-1
PKA-R1A activ,2,1,-3,7,-7,-4,8,-4
